# Source: PubChem
# TbREL1 primary: TbREL1 inhibition, primary screen. P86926. TbREL1 RNA ligation, FRET fluorescence. inhibition, % at 9.66 µM. 89,000 tested, 0.49% active;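 active means inhibition above the mean inhibition across all screened compounds plus 3 SD, cut at about 11% in these data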;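 further: 0% = plate median of test wells and 100% = NSC42067 control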
# Target sequence (P86926 whole entry, looked up): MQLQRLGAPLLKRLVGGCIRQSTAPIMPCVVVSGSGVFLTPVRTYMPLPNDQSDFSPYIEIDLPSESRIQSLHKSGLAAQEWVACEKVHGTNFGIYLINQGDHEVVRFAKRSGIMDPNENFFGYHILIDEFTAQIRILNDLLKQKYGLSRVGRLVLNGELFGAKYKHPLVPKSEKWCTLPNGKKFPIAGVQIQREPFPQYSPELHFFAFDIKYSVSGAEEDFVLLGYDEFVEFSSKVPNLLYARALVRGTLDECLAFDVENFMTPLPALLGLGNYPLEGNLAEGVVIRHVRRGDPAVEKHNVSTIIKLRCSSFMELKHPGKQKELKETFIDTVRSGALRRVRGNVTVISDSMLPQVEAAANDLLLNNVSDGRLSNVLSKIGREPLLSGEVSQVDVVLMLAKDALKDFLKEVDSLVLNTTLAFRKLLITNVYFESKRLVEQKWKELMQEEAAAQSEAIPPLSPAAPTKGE
# Starred values were filed as active, the others as inactive.
SMILES,TbREL1 primary
CCc1cccc2c(C#N)cn(CC(=O)N3CCOCC3)c12,-0.8
COC(=O)C1=C(c2ccccc2)C[C@@H]2CC[C@H]1N2C(=O)NCC1CC1,1.7
Cc1cccc(N2CCC3(CC2)C(=O)NC(=O)NC3=O)c1,-4.8
COC(=O)C1=C(c2c(C)noc2C)C[C@@H]2CC[C@H]1N2C(=O)N1CCOCC1,-4.1
Cc1ccccc1C(O)(Cc1ccccc1)C1CN2CCC1CC2 (stereo unspecified),4.6
COC(=O)C1=C(c2ccc(C(C)=O)cc2)C[C@@H]2CC[C@H]1N2C(=O)N1CCC(O)(c2ccc(Cl)cc2)CC1,-0.8
O=C1/C(=C\c2ccncc2)N2CCC1CC2,2.1
CC(=O)Nc1ccc(C(=O)OCC(=O)Nc2ccc(Cl)cc2C(=O)c2ccccc2)cc1,-2.4
CC(=O)O[C@H]1CCC2C3CCC4=CC(=O)CCC4=C3C=C[C@@]21C (stereo partly specified),-1.0
O=C(Nc1ccc2c(c1)OCO2)c1cn(Cc2ccc(F)cc2)nn1,-4.5
COc1ccc2ccc(O)c(CN3CC=C(c4ccccc4)CC3)c2c1,2.1
CCn1c(C)c(C(=O)NCCc2ccccc2)c2cc(OC)ccc21,-1.3
CCOC(=O)c1c(N)n(CCN2CCOCC2)c2nc3ccccc3nc12,-0.3
N=c1ccccn1Cc1ccccc1,2.6
COc1cccc(OC)c1CN1CCCC(C(=O)c2cccc(Cl)c2)C1 (stereo unspecified),3.9
Cc1nc2cc(-c3ccccc3)nn2c(C)c1CCC(=O)N1CCC2(CC1)OCCO2,-3.2
CCC(=NCc1cccnc1)c1c(O)n(C2CCCCC2)c(=O)[nH]c1=O,-2.4
CCOP(=O)(OCC)c1cccc(OP(=O)(c2cccc([N+](=O)[O-])c2)c2cccc([N+](=O)[O-])c2)c1,0.6
COC(=O)C1=C(c2cc3ccccc3s2)C[C@@H]2CC[C@H]1N2C(=O)NCC1CC1,-1.6
CN1CCN(c2ccc(C(F)(F)F)cc2N)CC1,-3.4

# Molecules above that contain nitrogen in an aromatic ring, in the order listed:
SMILES,TbREL1 primary
CCc1cccc2c(C#N)cn(CC(=O)N3CCOCC3)c12,-0.8
COC(=O)C1=C(c2c(C)noc2C)C[C@@H]2CC[C@H]1N2C(=O)N1CCOCC1,-4.1
O=C1/C(=C\c2ccncc2)N2CCC1CC2,2.1
O=C(Nc1ccc2c(c1)OCO2)c1cn(Cc2ccc(F)cc2)nn1,-4.5
CCn1c(C)c(C(=O)NCCc2ccccc2)c2cc(OC)ccc21,-1.3
CCOC(=O)c1c(N)n(CCN2CCOCC2)c2nc3ccccc3nc12,-0.3
N=c1ccccn1Cc1ccccc1,2.6
Cc1nc2cc(-c3ccccc3)nn2c(C)c1CCC(=O)N1CCC2(CC1)OCCO2,-3.2
CCC(=NCc1cccnc1)c1c(O)n(C2CCCCC2)c(=O)[nH]c1=O,-2.4

# The listing continues.
SMILES,TbREL1 primary
CC1c2ccccc2-n2nncc2CN1C (stereo unspecified),2.2
CCN(CC)c1ccc(/C=C2/C(=O)NC(=O)N(CC3CCCO3)C2=O)cc1 (stereo unspecified),-3.8
Cn1cc[n+](C)c1P(=S)(c1ccccc1)c1ccccc1,-3.3
CCCCCn1c(=O)c(C(=O)Nc2ccccc2)c(O)c2ccccc21,1.6
CCC(=NC1CC1)c1c(O)n(C2CCCCC2)c(=O)[nH]c1=O,0.2
COc1cc2c(cc1OC)[C@@H]1C(=O)c3ccc4c(c3O[C@@H]1CO2)C[C@H](C(C)C)O4,-1.2
COC(=O)C1=C(c2ccc(OC(F)(F)F)cc2)C[C@@H]2CC[C@H]1N2C(=O)N1CCC(C)CC1,0.5
Cc1ccc(CN2C(=O)NC(=O)C3(Cc4c(nc5ccccn5c4=O)N4CCCCCC43)C2=O)cc1 (stereo unspecified),7.8
Cn1c(C(=O)N2CCC3(CC2)OCCO3)cc2c(=O)n(C)c3ccccc3c21,7.9
CCCCc1ncc(CN2CCCC(C(=O)c3ccc(SC)cc3)C2)[nH]1 (stereo unspecified),1.4
COC(=O)C1=C(c2cccc3c2S(=O)(=O)c2ccccc2-3)C[C@@H]2CC[C@H]1N2C(=O)N1CCc2cc(OC)c(OC)cc2C1,-1.1
COC(=O)C1=C(c2c(C)noc2C)C[C@@H]2CC[C@H]1N2C(=O)N1CCC(O)(c2ccc(Cl)cc2)CC1,-1.4
CN1C(=O)C(=Cc2ccc(N3CCCCCC3)cc2)C(=O)N(C)C1=O,4.1
N=C1c2ccccc2CN1NC(=O)c1ccc(Cl)cc1,5.7
COC(=O)C1=C(c2ccc(F)cc2OCc2ccccc2)C[C@@H]2CC[C@H]1N2C(=O)NCc1ccc2c(c1)OCO2,1.1
O=C(COc1ccc(Cl)cc1)N1CCN(C2CCCC2)CC1,4.8
CN(Cc1ccccc1)C1CCCN(C(=O)COc2ccccc2Cl)C1 (stereo unspecified),-2.2
COC(=O)C1=C(c2cc3ccccc3o2)C[C@@H]2CC[C@H]1N2C(=O)NC(C)C,-0.8
Cc1ccnc(-n2c(C)nc3ccccc3c2=O)c1,1.1
C[N+]1=C(N)NC2=C3CCCCC3ONC2C1 (stereo unspecified),6.2
CC1C(c2cccs2)=[N+]([O-])C(C)(C(=O)c2cccs2)N1O (stereo unspecified),-1.9
CC(Cc1ccccc1)NCc1ccccc1O (stereo unspecified),-1.2
Cc1ccc(/C=C2/C(=O)NC(=O)N(CCc3ccc(F)cc3)C2=O)o1,-2.1
CC(=O)c1ccc(OCC(=O)N2CCCC(N3CCN(c4ccccc4C)CC3)C2)cc1 (stereo unspecified),-3.5
CCOC(=O)[C@]12Cc3c(cc(OC)c(OC)c3OC)[C@H]1N(C(C)C)C(=O)c1ccccc12,-4.0
O=C1OC(c2ccc(Cl)cc2)=N/C1=C\N1CC2CC(C1)c1cccc(=O)n1C2 (stereo unspecified),6.8
COC(=O)C1=C(c2cccc(OC)c2OC)C[C@@H]2CC[C@H]1N2C(=O)NC1CCCCC1,1.2
CC1=C(C(=O)OC(C)C)[C@]2(C(=O)N(CC(N)=O)c3ccccc32)C(C#N)=C(N)O1,-1.2
COC(=O)C1=C(c2cc3ccccc3s2)C[C@@H]2CC[C@H]1N2C(=O)NCc1cccc2ccccc12,7.7
CN(C)c1ccc(NC(=O)CN2C(=O)CN=C(c3ccccc3)c3cc(Cl)ccc32)cc1,-6.7
COC(=O)C1=C(c2ccccc2)C[C@@H]2CC[C@H]1N2C(=O)N1CCCC1,3.7
CCCNC(=O)N1[C@H]2CC[C@@H]1C(C(=O)OC)=C(c1ccc(-c3ccccc3)c(F)c1)C2,-0.2
COc1cccc(N=Cc2c(O)n(Cc3ccco3)c(=O)[nH]c2=O)c1,-2.2
Cc1ccc(S(=O)(=O)N2Cc3cc(-c4ccccc4)ccc3-n3nncc3C2)cc1,0.3
Cc1ccc2c(c1)CC1(CN2C)C(=O)NC(=O)N(C(C)C)C1=O (stereo unspecified),-3.4
CCOC(=O)[C@]1(C#N)[C@@H]2C=CC(C(C)=O)=CN2[C@@H](C(N)=O)[C@@H]1c1ccsc1,-5.3
CCCCOc1nc2ccccc2c(=O)n1-c1ccccc1,-0.9
Cn1cc(C(=O)N2CCC3(CC2)OCCO3)c2c3ccccc3n(C)c2c1=O,-1.5
O=C(COc1ccc2ccccc2c1)N1CCN(CC2CC3C=CC2C3)CC1 (stereo unspecified),0.5
COc1cccc(N2C(=O)CC(=O)NC2=O)c1,-2.0

# Among those listed so far, these contain a furan ring, fused or not:
SMILES,TbREL1 primary
COC(=O)C1=C(c2cc3ccccc3o2)C[C@@H]2CC[C@H]1N2C(=O)NC(C)C,-0.8
Cc1ccc(/C=C2/C(=O)NC(=O)N(CCc3ccc(F)cc3)C2=O)o1,-2.1
COc1cccc(N=Cc2c(O)n(Cc3ccco3)c(=O)[nH]c2=O)c1,-2.2

# Next section.
SMILES,TbREL1 primary
N[C@@H](Cc1c[nH]c2ccccc12)c1nnc(SCc2c(F)cccc2Cl)o1,-1.6
CC(CCc1ccccc1)NCCC#N (stereo unspecified),4.0
COc1cc(O)c2c(c1)/C=C/C[C@H](O)[C@H](O)[C@@H](O)/C=C/C[C@H](C)OC2=O,3.1
O=C1/C(=C/c2ccncc2)N2CCC1CC2,10.5
CC(C)N(CC#CCC1(O)c2ccccc2-c2ccccc21)C(C)C,-0.5
Cc1nc2ccccc2c(=O)n1-c1ccc(C(=O)O)cc1,3.8
CCN1CCN(c2cn[nH]c(=O)c2Cl)CC1,1.0
Cc1nc2c(-c3ccc(F)cc3)c(C)nn2c(C)c1CCC(=O)N1CCC2(CC1)OCCO2,-0.4
CC(=O)Nc1cc(C(=O)N2CCC3(CC2)OCCO3)ccc1Sc1ccc(C)cc1,0.0
CCC(=NCCCN1CCOCC1)c1c(O)n(Cc2ccccc2)c(=O)[nH]c1=O,-3.6
COC(=O)C1=C(N)Oc2cc(C)oc(=O)c2C12C(=O)Nc1ccccc12 (stereo unspecified),-1.0
CCOC(=O)CC1=C(C(=O)OCC)C2(C(=O)N1CC(=O)OC)C(C#N)=C(N)Oc1ccccc12 (stereo unspecified),4.5
CCOC(=O)C1=C(C)N(C)C2(C)CC1c1ccccc1O2 (stereo unspecified),-7.2
CC(C)(C)n1c(O)c(C=Nc2ccc3c(c2)CCC3)c(=O)[nH]c1=O,1.4
Cc1cc(O)c(CN2CCN(c3ccccc3)CC2)cc1C,-2.4
Cc1sc2nc(COC(=O)Cc3ccccc3)[nH]c(=O)c2c1C,0.2
Cc1c(C)c2ccc(OCC(=O)N3CCN(Cc4ccccc4)CC3)cc2oc1=O,1.8
CC1([N+](=O)[O-])COP(=O)(Nc2cccc(F)c2)OC1 (stereo unspecified),-1.0
CC1(C)CN=C(Nc2ccc(F)c(Cl)c2)S1,0.5
COC(=O)C1=C(c2ccccc2)C[C@@H]2CC[C@H]1N2C(=O)NC(C)C,1.1

# Only part of the results is shown; rates above refer to the full screens.
